TRHR ag = activates the human TRH receptor | P34981 | TRHR cells, calcium flux fluo-8, FDSS agonist mode | activation, % at 2 µM | 0.18% of 360,000 active | AID 493084; in the data active = activation above about 30%; also: 0% is about no effect
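Fluo-8-loaded TRHR cells; 10 s baseline, compound added, kinetic Ca2+ fluorescence read 1/s, agonist mode.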
TRHR enhancer = TRH receptor (human) allosteric enhancement; TRHR cells, fluo-8 calcium fluorescence, EC20 TRH enhancement; enhancement, % at 2 µM; 0.66% of 360,000 active; AID 493056; in the data active = enhancement above about 30%; also: 0% is about no effect
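Enhancer read-out: after compound pinning and an initial kinetic agonist-mode read, an EC20 of TRH (10 nM final) was injected and fluo-8 calcium signal (Ex 480/Em 530) followed at 1 s/cycle for 100 cycles in TRHR-expressing cells.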
USP1-UAF1 inh = blocks the human USP1/UAF1 deubiquitinase complex | recombinant USP1/UAF1, Ub-Rhodamine cleavage fluorescence | AID 743255 | Potency, µM (doses to about 57.1 µM), inactives show top-dose activity change, negative = inhibition, hits mostly inhibitors | 0.23% of 390,000 active; also: potency is read from the fitted curve at half-maximal effect; % is scaled to controls: 0 for no effect and ±100 for the full control effect; nearly all actives have a fitted effect of over 60% in size; inactives centre near -12
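In this screen, compounds sit with the deubiquitinase complex (1nM) for 15 min at room temperature before Ub-Rho is added at 150nM final. Fluorescence rise is then followed for 6 reads every 60 seconds.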
TrxR1 substrate = substrates of rat thioredoxin reductase 1. O89049. purified TrxR1 substrate turnover, NADPH consumption readout. Potency, µM (series often up to 114 µM), inactives show at the top dose activity change, negative = substrate turnover. 0.01% of 390,000 active. AID 588456; also: potency is read from the fitted curve at half-maximal effect; % is scaled to controls: 0 for no effect and ±100 for the full control effect; nearly all actives have a fitted effect of over 50% in size
Target sequence (O89049 whole entry, looked up): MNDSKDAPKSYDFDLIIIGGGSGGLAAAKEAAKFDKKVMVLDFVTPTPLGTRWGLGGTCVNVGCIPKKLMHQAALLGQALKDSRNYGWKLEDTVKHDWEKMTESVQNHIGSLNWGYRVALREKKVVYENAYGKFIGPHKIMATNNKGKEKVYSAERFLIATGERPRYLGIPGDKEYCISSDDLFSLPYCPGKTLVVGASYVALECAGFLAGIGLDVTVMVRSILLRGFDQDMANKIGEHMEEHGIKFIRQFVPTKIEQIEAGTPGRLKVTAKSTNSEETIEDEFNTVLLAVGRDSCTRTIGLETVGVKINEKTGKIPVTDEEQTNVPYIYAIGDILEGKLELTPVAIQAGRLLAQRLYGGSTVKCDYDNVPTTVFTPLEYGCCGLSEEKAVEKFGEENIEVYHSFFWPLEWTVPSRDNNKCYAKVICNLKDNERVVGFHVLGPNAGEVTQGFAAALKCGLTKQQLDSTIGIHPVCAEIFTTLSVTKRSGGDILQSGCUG
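Rat TrxR1, dispensed at 90 nM, was prereduced with 400 uM NADPH (final) for 5 min at ~22 deg C, then incubated with compound 15 min before 400 uM selenite. A first-read NADPH fluorescence drop versus no-compound background flagged substrates.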
mIDH1 inhibitor = human IDH1 R132H inhibition | IDH1-R132H enzyme, NADPH consumption, diaphorase/resazurin fluorescence | Potency, µM (highest dose often 76.6 µM), for the others: at the highest dose activity change, negative = inhibition, hits mostly inhibitors | 0.093% of 390,000 active | O75874; also: potency is read from the fitted curve at half-maximal effect; % is scaled to controls: 0 for no effect and ±100 for the full control effect; nearly all actives have a fitted effect of over 65% in size
Target sequence (O75874 whole entry R132H, stated change not applied): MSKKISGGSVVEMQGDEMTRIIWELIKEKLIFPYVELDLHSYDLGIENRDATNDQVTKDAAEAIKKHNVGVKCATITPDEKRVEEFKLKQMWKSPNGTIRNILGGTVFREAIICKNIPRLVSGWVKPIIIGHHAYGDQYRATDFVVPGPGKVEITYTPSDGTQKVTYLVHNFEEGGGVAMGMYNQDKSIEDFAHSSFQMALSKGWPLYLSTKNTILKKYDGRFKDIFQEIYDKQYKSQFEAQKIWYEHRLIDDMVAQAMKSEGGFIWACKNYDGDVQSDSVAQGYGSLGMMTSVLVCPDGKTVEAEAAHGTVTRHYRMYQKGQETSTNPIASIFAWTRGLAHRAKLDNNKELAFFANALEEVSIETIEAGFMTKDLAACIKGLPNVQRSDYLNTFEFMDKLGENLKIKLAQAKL
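IDH1-R132H (0.5 ug/mL) preincubated 30 min with compound, then NADPH (0.016 mM) and alpha-KG (2 mM) added; 80 min at RT, pH 7.5. Remaining NADPH coupled via diaphorase/resazurin to fluorescence (540/590 nm); concentration-response curves normalized to no-enzyme control.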
D2 antag = D2 dopamine receptor (human) antagonism; P14416; HEK293 TREx D2 cells, calcium flux, dopamine EC80; inhibition, % at 10 µM; 2% of 340,000 active; AID 485344; in the data active = inhibition above about 30%; also: 0% is about no effect
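Overnight-induced (tetracycline, 30 C) HEK293 T-REx cells carrying force-coupled D2 receive a no-wash calcium dye, then compound, then EC80 dopamine at 180 s; signals are read kinetically throughout.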
D2 agonist = agonists of human D2 dopamine receptor; P14416; HEK293 T-REx D2 cells, calcium flux agonist mode; activation, % at 2 µM; 0.53% of 340,000 active; AID 485358;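 active = activation over 3 SD above normal in the single-dose calcium agonist read, cut at about 30% in these data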; also: 0% is about no effect
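Agonism is scored from calcium flux in a force-coupled, inducible HEK293 cell line expressing D2, read kinetically for 180 s after compound addition against dopamine controls.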
Pin1 inhibitor = human Pin1 inhibition | Q13526 | 0.009% of 390,000 active | Potency, µM (titrated, usually from 115 µM), without a hit: at the highest dose activity, negative = inhibition, most hits filed as inhibitors | Pin1 FP peptide displacement, HiFluor488, 10 min; active = well fitted inhibition curve with a large enough effect in the polarisation, with a control signal flat, not every such curve was filed as active; inconclusive = small, poorly fitted or top-dose-only effect, or effect the other way, or a change in a side signal; inactive = no such curve, though single readings can be large or run the other way; the % refers to the polarisation; also: potency is read from the fitted curve at half-maximal effect; % is scaled to controls: 0 for no effect and ±100 for the full control effect
Target sequence (Q13526 whole entry, looked up): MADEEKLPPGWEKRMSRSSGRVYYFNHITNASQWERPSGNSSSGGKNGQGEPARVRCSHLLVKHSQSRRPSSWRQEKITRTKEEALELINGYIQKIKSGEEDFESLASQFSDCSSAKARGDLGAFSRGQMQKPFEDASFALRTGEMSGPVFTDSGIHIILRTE
TrxR1 inh = inhibitors of rat thioredoxin reductase 1 | O89049 | recombinant rTrxR1, NADPH fluorescence consumption, selenite substrate | Potency, µM (top dose mostly 114 µM), inactives show at the top dose activity change, negative = inhibition, most hits filed as inhibitors | 1% of 390,000 active; also: potency is read from the fitted curve at half-maximal effect; % is scaled to controls: 0 for no effect and ±100 for the full control effect; nearly all actives have a fitted effect of over 65% in size
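Rat TrxR1 (90 nM in the dispensed reagent) was pre-reduced with 400 uM NADPH for 5 min at room temperature, then incubated with compound for 15 min. After 400 uM selenite was added, NADPH fluorescence (Ex 340/Em 450 nm) was followed for 8 min.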
Numbers without * were called inactive; ? = inconclusive; . = not tested or not shown; [ ] = remark or other dose. Unless noted, calls follow the shape of the dose curve; as a rule, active = well fitted inhibition curve with a large enough effect; inconclusive = small, poorly fitted or top-dose-only effect; inactive = no such curve, though single readings can be large or run the other way.

SMILES | TRHR ag | TRHR enhancer | USP1-UAF1 inh | TrxR1 substrate | mIDH1 inhibitor | D2 antag | D2 agonist | Pin1 inhibitor | TrxR1 inh
OCc1ccccc1OCCOc1ccc(Cl)c2cccnc12 | -0.1 | -4 | -16% | 18% | 7% | -22 | -0.2 | -7% | 16%
CCOC(=O)c1cc(-c2ccccc2)n(CC(=O)Nc2cccc(OC)c2)c1C | 1.3 | 10 | -21% | 3% | 0% | 5 | 1.5 | -9% | 14%
FC(F)(F)c1nc(=S)c2ccccc2[nH]1 | 0.7 | -6 | -24% | -2% | 16% | -1 | 0.2 | -6% | 4.5µM*
C=CCC[C@@H](Cc1ccc(F)cc1)C(=O)OCCNC(=O)[C@H](CC=C)CC(=O)NCCO | . | . | -28% | -3% | -6% | . | . | -3% | 0%
COc1ccc(Cc2[nH]n3c(=O)c(Cl)c(C)nc3c2-c2ccccc2)cc1 | -0.5 | 7 | -17% | 8% | -1% | 10 | -2.2 | -3% | 15%
O=C(Nc1ccccc1)Nc1nnc(-c2cccs2)s1 | 0.9 | 7 | -16% | 5% | -1% | 4 | 2.5 | 2% | 11%
Cc1ccc(-c2csc3ncnc(NS(=O)(=O)c4ccc(Cl)cc4)c23)cc1 | -0.1 | -3 | -2% | -5% | 5% | -2 | 0.0 | -3% | -1%
O=C1NC(CCc2ccccc2)C(=O)N1CCOc1ccccc1 (configuration not stated) | 0.1 | 7 | -19% | 6% | 0% | 11 | -0.3 | -7% | 35%
CCOC(=O)C1(CCc2ccccc2)CCN(Cc2cnc(N(C)C)s2)CC1 | -0.3 | 0 | -18% | 6% | 11% | 51* | 8.6 | -4% | 24%
COc1ccc(N=NC2C(=O)N(c3ccccc3)N=C2C)cc1 (configuration not stated) | -1.4 | 11 | -16% | -10% | 6% | 4 | -0.4 | -3% | 3%
COc1cccc(Nc2c(Nc3cccc(OC)c3)c(=O)c2=O)c1 | 0.2 | 13 | -7% | 10%[57.1 µM] | -4% | 3 | 0.4 | 14% | 14%[57.1 µM]
CC(=O)c1ccc(-c2ccc([C@H]3[C@H]4C=CC[C@@H](C)[C@@H]4C(=O)N3Cc3ccccc3)c(F)c2)cc1 | -0.4 | 1 | ? | -11% | -8%[38.3 µM] | -28 | 0.1 | 29% | -13%
Cc1ccc(NC(=O)N2CCN(C)c3ncccc32)cc1C | -1.0 | -3 | -12% | 0% | -3% | . | -0.7 | -15% | 4%
CSc1nc(Cl)cc(N2CCOCC2)n1 | 0.2 | 12 | -28% | -7%[57.1 µM] | 1% | -3 | -1.0 | -4% | -12%[57.1 µM]
COc1ccc(/C=C2\Oc3cc(OCC(=O)N4CCC[C@H]4CO)ccc3C2=O)c(OC)c1 | 1.9 | 5 | -27% | -3% | -13% | 5 | 0.7 | ? | -12%[57.1 µM]
COc1ccccc1OCCN1CSC(=S)N(C)C1 | 0.1 | 3 | -13% | -2%[57.1 µM] | -2% | 4 | -6.3 | 0% | ?
Cc1cccc(C(=O)Nc2ccc(OCc3cc(=O)n4ccc(C)cc4n3)cc2)c1 | 0.1 | 5 | ? | -1%[57.1 µM] | -9% | . | 0.2 | -2% | 8%[57.1 µM]
COc1cc(/C=N/NC(=O)C2COc3ccccc3O2)ccc1O (configuration not stated) | 0.1 | -2 | -14% | -2% | 0% | 2 | 0.1 | 1% | 10%
Fc1ccc(N2CCN(Cc3cnc(N4CCOCC4)s3)CC2)cc1 | 0.5 | 2 | -8% | 7%[57.1 µM] | 12% | 14 | 1.5 | -12% | 17%[57.1 µM]
COc1ccc(/C=N/Nc2nc(-c3ccc(Cl)cc3)cc(C(F)(F)F)n2)c(OC)c1 | -0.3 | 3 | -17% | -2% | 3% | 3 | 1.0 | 1% | 6%
COc1cccc(NC(=O)CSc2nc3c(c(-c4ccco4)c2C#N)CCCC3)c1 | -1.2 | 0 | -20% | 26% | -7% | 14 | -0.6 | 13% | 37%[activator]
CCOc1ccc(N(CC(=O)NCCc2ccc(C)cc2)S(=O)(=O)c2c(C)noc2C)cc1 | 0.6 | 18 | -26% | 2% | 4% | 1 | 0.0 | -2% | 16%
Cc1cc2ncc(-c3cccs3)nc2cc1C | 0.3 | 31* | 1% | 24% | 8% | 4 | 0.0 | 8% | 28%
COc1ccc(C(=O)N2CCNC(=O)C2CC(=O)Nc2cccc(Cl)c2Cl)cc1 (configuration not stated) | 0.1 | -2 | -6% | 6%[57.1 µM] | -6% | 9 | 0.7 | -1% | 17%[57.1 µM]
CCOC(=O)c1cc(CC)sc1NC(=O)C1CC1 | 0.0 | 2 | -14% | -5% | 5% | -1 | -0.1 | -15% | 11%
Cc1cccc(NC(=O)CCC(=O)N/N=C/c2ccco2)c1C | -0.3 | 34* | -13% | -5% | 4% | -5 | -0.1 | -1% | -19%
COC(=O)c1[nH]c2cc(OC)c(OC)cc2c1/C=N/Nc1ccccc1 | 0.2 | -7 | 1% | 3% | -6% | 17 | -1.0 | -3% | 9%
Cc1cccc(C)c1NC(=O)C(C)N1CCCC1 (configuration not stated) | 1.2 | -7 | 2% | 7% | -3% | -19 | -0.1 | -1% | 9%
Brc1ccccc1-c1nnc2sc(-c3ccc4c(c3)OCCO4)nn12 | 0.4 | -3 | -1% | 15% | -2% | -1 | -1.3 | 3% | 19%
CCN(CC)S(=O)(=O)c1ccc2c(c1)N(CC(=O)NCCCN1CCN(c3cc(C)ccc3C)CC1)C(=O)CO2 | 0.0 | -1 | -13% | 5%[57.1 µM] | 6% | . | -1.1 | -2% | 12%[57.1 µM]

Next section (6 carried over from the part before).
SMILES | TRHR ag | TRHR enhancer | USP1-UAF1 inh | TrxR1 substrate | mIDH1 inhibitor | D2 antag | D2 agonist | Pin1 inhibitor | TrxR1 inh
CCOC(=O)c1cc(CC)sc1NC(=O)C1CC1 | 0.0 | 2 | -14% | -5% | 5% | -1 | -0.1 | -15% | 11%
Cc1cccc(NC(=O)CCC(=O)N/N=C/c2ccco2)c1C | -0.3 | 34* | -13% | -5% | 4% | -5 | -0.1 | -1% | -19%
COC(=O)c1[nH]c2cc(OC)c(OC)cc2c1/C=N/Nc1ccccc1 | 0.2 | -7 | 1% | 3% | -6% | 17 | -1.0 | -3% | 9%
Cc1cccc(C)c1NC(=O)C(C)N1CCCC1 (configuration not stated) | 1.2 | -7 | 2% | 7% | -3% | -19 | -0.1 | -1% | 9%
Brc1ccccc1-c1nnc2sc(-c3ccc4c(c3)OCCO4)nn12 | 0.4 | -3 | -1% | 15% | -2% | -1 | -1.3 | 3% | 19%
CCN(CC)S(=O)(=O)c1ccc2c(c1)N(CC(=O)NCCCN1CCN(c3cc(C)ccc3C)CC1)C(=O)CO2 | 0.0 | -1 | -13% | 5%[57.1 µM] | 6% | . | -1.1 | -2% | 12%[57.1 µM]
COc1ccc2cc(C3=CCCC3(C)C(=O)O)ccc2c1 (configuration not stated) | . | . | -8% | 5%[57.1 µM] | 0% | . | . | 0% | 3%[2.29 µM]
COc1ccc(CNC(=O)COC(=O)CCCOc2ccc(Cl)cc2Cl)cc1 | -0.5 | -1 | -4% | 2%[57.1 µM] | 1% | 6 | -0.5 | -1% | -3%[57.1 µM]
C=CCC[C@H](Cc1ccc(F)cc1)C(=O)OC[C@@H](Cc1c[nH]c2ccccc12)NC(=O)[C@H](CC=C)CC(=O)N[C@H](CO)Cc1ccccc1 | . | . | -21% | -5% | -8% | . | . | 8% | 18%
CC(OC(=O)Cn1cnc2ccccc2c1=O)C(=O)NCc1ccccc1 (configuration not stated) | 0.0 | 26 | -13% | 6%[57.1 µM] | 9% | 8 | 49* | ? | 14%[57.1 µM]
COc1ccc(/C=C2\N=C(c3ccccc3Cl)NC2=O)cc1 | 1.4 | -1 | -10% | -8% | 2% | -2 | 0.1 | 0% | 12%
CCOC(=O)c1nnn(CC(=O)N2N=C(c3cc(C)ccc3C)CC2c2ccc(OC)cc2)c1C(=O)OCC (configuration not stated) | 0.5 | 15 | -18% | -1% | 5% | -5 | 3.5 | 20% | -5%
COc1ccccc1NS(=O)(=O)c1ccc2oc(=S)[nH]c2c1 | 0.1 | -2 | -11% | -7% | 4% | -11 | -0.6 | 3% | -20%
O=C(c1cc(Cl)ccc1Cl)N1CCOCC1 | 0.7 | -1 | -10% | 3% | -2% | 4 | -0.3 | -6% | 14%
O=C(Nc1ccc2oc(-c3cc(Br)ccc3Cl)nc2c1)c1cc2ccccc2o1 | -1.4 | 13 | ? | 9% | 10% | . | -0.3 | 15% | 6%
CNc1nc(-c2ccc(Cl)cc2)cs1 | 0.6 | -10 | -2% | -13% | 13% | . | . | -10% | -2%
Cn1c(=O)n(Cc2ccccc2Cl)c(=O)c2c1nc1n2CCN1c1ccccc1 | -0.1 | 13 | -12% | -5% | 0% | . | -0.3 | 8% | -2%
COc1ccc(N(CC(=O)Nc2cccc(N(C)S(C)(=O)=O)c2)S(=O)(=O)c2ccccc2)cc1Cl | 2.2 | 0 | -13% | -8% | -4% | 1 | -0.9 | 24% | 31%
CC1CC(Nc2ccccc2)c2ccccc2N1C(=O)c1cccnc1 (configuration not stated) | -0.1 | 7 | -4% | -8%[57.1 µM] | -6% | 4 | 0.2 | 0% | -14%
CCN(C(=O)COC(=O)CNC(=O)c1ccc(C)cc1)c1c(N)n(Cc2ccccc2)c(=O)[nH]c1=O | 1.4 | -2 | -26% | 8% | 5% | 8 | 0.6 | -5% | 24%
CCCCNC(=O)CNC(=S)N(CCCN1CCOCC1)Cc1cccs1 | 0.2 | 4 | -1% | -8% | 15% | 1 | 2.0 | -2% | -13%[57.1 µM]
O=C1C2C3C=CC(C3)C2C(=O)N1c1ccncc1 (configuration not stated) | 1.5 | -5 | -7% | -1% | 2% | -7 | -0.2 | -9% | 0%
CCn1c(C)nc2cc(C(=O)NNC(=O)CCC3CCCC3)ccc21 | 0.9 | 2 | -17% | 1% | 2% | 11 | 0.5 | 1% | 9%
COc1ccc(-n2nnc3c(=O)n(CC(=O)N4CCCC4)cnc32)cc1 | 0.4 | -1 | -8% | 4% | 6% | 0 | -0.6 | 0% | 14%

This is a subset (hit frequency here may not be typical).
